Screening data as filed in PubChem BioAssay.
Menin-MLL TR inh – inhibitors of human menin-MLL interaction, mutant MLL peptide. O00255. Menin + Texas Red MLL mutant peptide, fluorescence polarization. Potency, µM (titrated, usually from 61.6 µM), without a hit: top-dose FP activity change, negative = inhibition, actives largely listed as inhibitors. 270,000 compounds, 0.23% hits. AID 1768; active = well fitted inhibition curve with a large enough effect in the polarisation, with a control signal flat, not every such curve was filed as active; inconclusive = small, poorly fitted or top-dose-only effect, or effect the other way, or a change in a side signal; inactive = no such curve, though single readings can be large or run the other way; the % refers to the polarisation; also: potency is read from the fitted curve at half-maximal effect; % of control where 0% means no effect; many of its hits are not listed in these tables
RORgamma inh – inhibitors of mouse ROR gamma transcriptional activity; 310,000 compounds, 5.4% hits; Potency, µM (titrated, usually from 53.6 µM), for the others: at the top dose activity change, negative = inhibition, usual class: inhibitors; Drosophila S2 Gal4-RORgamma UAS-luciferase reporter, 20 h; P51450; AID 2551; also: potency is read from the fitted curve at half-maximal effect; % is scaled to controls: 0 for no effect and ±100 for the full control effect; nearly all actives have a fitted effect of over 60% in size
Target sequence (P51450 whole entry, looked up, the tested form may be a part): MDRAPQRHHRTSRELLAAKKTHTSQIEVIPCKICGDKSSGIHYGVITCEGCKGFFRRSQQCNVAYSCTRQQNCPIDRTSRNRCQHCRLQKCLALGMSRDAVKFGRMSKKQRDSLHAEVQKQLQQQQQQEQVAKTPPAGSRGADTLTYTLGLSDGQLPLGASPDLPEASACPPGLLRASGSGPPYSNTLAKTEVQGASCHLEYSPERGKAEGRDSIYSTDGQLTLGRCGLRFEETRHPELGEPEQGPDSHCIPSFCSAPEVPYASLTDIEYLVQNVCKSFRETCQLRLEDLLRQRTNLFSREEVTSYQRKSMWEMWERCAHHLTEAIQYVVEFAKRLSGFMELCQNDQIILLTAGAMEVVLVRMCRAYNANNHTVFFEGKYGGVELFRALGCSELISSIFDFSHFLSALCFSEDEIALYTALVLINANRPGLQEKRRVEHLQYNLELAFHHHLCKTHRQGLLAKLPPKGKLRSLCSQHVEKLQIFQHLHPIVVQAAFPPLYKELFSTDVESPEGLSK
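ROR gamma transcriptional activity was tracked as Gal4-UAS luciferase output in stably transfected Drosophila Schneider cells, with compound added 1 hr before 700 uM copper sulfate induction and a 20 hr ambient-temperature incubation.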
VP16 counter – Gal4-VP16 reporter inhibition counter-screen. AID 2546. 310,000 compounds, 3.5% hits. Potency, µM (top dose mostly 53.6 µM), for inactives: top-dose activity, negative = inhibition, most hits filed as inhibitors. Drosophila S2 Gal4-VP16 UAS-luciferase, luminescence, 20 h;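 also: Gal4-VP16 expression switched on by copper sulfate through the metallothionein promoter; potency is read from the fitted curve at half-maximal effect; % is scaled to controls: 0 for no effect and ±100 for the full control effect; nearly all actives have a fitted effect of over 50% in size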
FLuc counter – inhibits or activates purified firefly luciferase, miR-21 counter-screen | P08659 | purified FLuc, Km substrates, luminescence inhibition | Potency, µM (top dose mostly 57.5 µM), inactives show at the top dose activity change, negative = inhibition, hits mostly inhibitors | 360,000 compounds, 6.9% hits;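 also: potency is read from the fitted curve at half-maximal effect; plate controls were vehicle for no effect and reference inhibitor for full effect; nearly all actives have a fitted effect of over 55% in size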
Target sequence (P08659 whole entry, looked up): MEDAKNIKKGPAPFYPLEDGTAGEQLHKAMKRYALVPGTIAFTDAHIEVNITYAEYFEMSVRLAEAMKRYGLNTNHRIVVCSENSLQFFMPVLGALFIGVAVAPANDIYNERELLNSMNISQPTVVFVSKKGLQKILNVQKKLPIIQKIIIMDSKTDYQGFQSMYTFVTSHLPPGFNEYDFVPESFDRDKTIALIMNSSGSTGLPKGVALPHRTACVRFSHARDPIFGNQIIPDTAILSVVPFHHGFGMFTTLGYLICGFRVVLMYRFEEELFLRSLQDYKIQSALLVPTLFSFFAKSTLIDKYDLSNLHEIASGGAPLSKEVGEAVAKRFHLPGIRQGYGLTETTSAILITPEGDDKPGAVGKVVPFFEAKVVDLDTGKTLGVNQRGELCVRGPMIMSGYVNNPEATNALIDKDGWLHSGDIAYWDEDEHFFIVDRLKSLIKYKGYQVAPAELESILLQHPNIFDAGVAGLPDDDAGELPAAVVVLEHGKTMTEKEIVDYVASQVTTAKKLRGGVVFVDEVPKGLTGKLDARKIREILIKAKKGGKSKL
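Biochemical qHTS of compounds, final roughly 60 µM downward over six points, against 10 nM purified firefly luciferase using Km concentrations of substrates (10 uM D-luciferin, 10 uM ATP) in Tris acetate pH 7.5 buffer; luminescence output.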
KCNH2 3.1 block – KCNH2 3.1 (human) potassium channel inhibition | U2OS KCNH2 3.1, thallium flux FluxOr; stronger effect = lower value | activity change, % (tested at about 1.8 µM) | 340,000 compounds, 0.95% hits | AID 720553;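 active = maximum activity change below -70%; inconclusive = maximum activity change from -70% to -50%; inactive = maximum activity change above -50%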;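 also: thallium influx rate constant from kinetic fluorescence after stimulation buffer; % is scaled to controls: 0 for no effect and ±100 for the full control effect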
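Thallium flux read-out: FluxOr dye with Red40 quencher in HBSS/HEPES, 45 min at RT. Rate constants from kinetic reads were normalized to positive and negative DMSO controls. Cells: U2OS virally expressing the 3.1 isoform.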
NPC1 prom act – activates the NPC1 promoter; Huh7 NPC1 promoter luciferase reporter, 24 h; AID 485313; Potency, µM (titrated, usually from 9.22 µM), inactives show at the top dose activation, hits mostly activators; 320,000 compounds, 2.4% hits;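 also: potency is read from the fitted curve at half-maximal effect; % of control where 0% means no effect; nearly all actives have a fitted effect of over 60% in size; reporter is driven by a mutant NPC1 promoter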
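Stably transfected Huh7 (NPC1 promoter→luciferase), 1500 cells/well in Opti-MEM + 10% FBS, 2 h settle, then compound 24 h at 37 °C. Luminescence after 10 min with Amplite reagent.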
PKM2 act – PKM2 (human) enzyme activation | P14618 | 260,000 compounds, 0.34% hits | AID 1631 | purified PKM2, Kinase-Glo ATP luminescence, activation; response scale: 0% is enzyme alone, no compound | Potency, µM (top dose mostly 57.5 µM), without a hit: at the top dose activation, hits mostly activators; also: potency is read from the fitted curve at half-maximal effect; % is scaled to controls: 0 for no effect and ±100 for the full control effect; nearly all actives have a fitted effect of over 55% in size
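Purified hPK-M2 (>95% pure) converted ADP (0.1 mM final) to ATP with 0.5 mM PEP in 50 mM imidazole pH7.2, KCl, MgCl2, Tween 20, BSA; 1 h at room temperature. ATP detected by Kinase-Glo luminescence.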
Rab9 prom act – activators of Rab9 promoter; Potency, µM (series often up to 9.22 µM), inactives show top-dose activation, negative = inhibition, most hits filed as activators; 320,000 compounds, 2.8% hits; Huh7 Rab9 promoter-luciferase reporter, luminescence, 24 h; also: potency is read from the fitted curve at half-maximal effect; % of control where 0% means no effect; nearly all actives have a fitted effect of over 60% in size
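Promoter activation is measured as luciferase luminescence in Huh7 cells stably transfected with a Rab9 promoter–luciferase construct, following 24 h compound exposure at 37 °C and 10 min reagent incubation at ambient temperature.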
MBNL1-CUG inh – blocks human MBNL1 binding to CUG repeat RNA | Potency, µM (series often up to 57.5 µM), for inactives: at the highest dose activity change, negative = inhibition, usual class: inhibitors | 280,000 compounds, 0.036% hits | TR-FRET MBNL1-His/biotin-(CUG)12 binding, 665/545 ratio | AID 2675; active = well fitted inhibition curve with a large enough effect in the signal ratio, with a control signal flat, not every such curve was filed as active; inconclusive = small, poorly fitted or top-dose-only effect, or effect the other way, or a change in a side signal; inactive = no such curve, though single readings can be large or run the other way; the % refers to the signal ratio; also: potency is read from the fitted curve at half-maximal effect; % is scaled to controls: 0 for no effect and ±100 for the full control effect
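TR-FRET between His-tagged MBNL1 and biotin-(CUG)12 RNA, detected with Tb anti-His antibody (0.055 ng/ul) and streptavidin-XL665 (5 nM), 60 min at room temperature. Compounds titrated 92 nM to 58 uM; 665/545 nm ratio normalized to buffer and complex controls.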
Mito fusion yeast – blocks mitochondrial division or promotes mitochondrial fusion; S. cerevisiae fusion-defective mutant growth rescue, CellTiterGlo 48 h; Potency, µM (highest dose often 46.1 µM), inactives show at the highest dose growth rescue (activation), usual class: activators; 320,000 compounds, 0.23% hits;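 also: potency is read from the fitted curve at half-maximal effect; % of control where 0% means no effect; nearly all actives have a fitted effect of over 45% in size; temperature-sensitive fusion mutants such as fzo1-1 at 37 °C on non-fermentable ethanol glycerol medium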
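Yeast fusion mutant, YPEG (non-fermentable carbon), compound, 48 h at 37C non-permissive; CellTiterGlo added, 10 min RT, luminescence read. Rescued growth = division inhibition.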
ELG1 DNA repair – inhibitors of ELG1-dependent DNA repair in HEK293T cells; 330,000 compounds, 2.3% hits; HEK293T ELG1-luciferase reporter, luminescence, 16 h; DNA damage induced by 5-fluorouridine; Potency, µM (titrated, usually from 46.1 µM), without a hit: at the top dose activity change, negative = inhibition, usual class: inhibitors; also: potency is read from the fitted curve at half-maximal effect; % is scaled to controls: 0 for no effect and ±100 for the full control effect; nearly all actives have a fitted effect of over 55% in size
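In this reporter screen, reduction of luminescence relative to DMSO vehicle indicated activity. Compounds and 5-fluorouridine were added together to 2,000 cells per well, incubated for 16 hr at 37 °C, then developed with ONE-Glo.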
Active calls of the source: *; [ ] = dose if it differs, or a comment. Unless noted, calls follow the shape of the dose curve; as a rule, active = well fitted curve in the direction sought with a large enough effect; inconclusive = small, poorly fitted or top-dose-only effect, or another doubt; inactive = no such curve, though single readings can be large; an effect the other way counts as inactive or inconclusive. Only part of the results is shown, so the mix of outcomes need not match the whole.

For O=C(CSc1nnc(Cc2cccs2)n1Cc1ccco1)Nc1cccc(Cl)c1 the results were Menin-MLL TR inh 31%[activator], RORgamma inh inconclusive, VP16 counter 11µM*, FLuc counter 0%, KCNH2 3.1 block -17, NPC1 prom act 0%, PKM2 act 26%, Rab9 prom act -10%, MBNL1-CUG inh -11%, Mito fusion yeast -1% and ELG1 DNA repair inconclusive.
For O=c1cc(-c2ccccc2)cc(-c2ccccc2)n1CCCO the results were FLuc counter -2%, KCNH2 3.1 block -13, NPC1 prom act 0%, Rab9 prom act 1%, Mito fusion yeast -16% and ELG1 DNA repair -10%.
For CC(Cc1ccccn1)NC(=O)CCc1nnc(C2CCCCC2)o1 (stereo not given) the results were Menin-MLL TR inh -7%, RORgamma inh 35%, VP16 counter 2%, FLuc counter -12%, KCNH2 3.1 block -6, NPC1 prom act -8%, PKM2 act -3%, Rab9 prom act 3%, MBNL1-CUG inh 1%, Mito fusion yeast 1% and ELG1 DNA repair inconclusive.
`O=C(O)CCc1nn2c3ccccc3n(CCN3CCCCC3)c2nc1=O` gave Menin-MLL TR inh 6%, RORgamma inh -16%, VP16 counter 2%, FLuc counter 0%, KCNH2 3.1 block 24, NPC1 prom act -1%, PKM2 act -3%, Rab9 prom act 0%, MBNL1-CUG inh -12%, Mito fusion yeast 0% and ELG1 DNA repair -3%.
`COc1ccc(C(=O)/C=C/c2ccc(C)cc2)c(OC(=O)c2ccc([N+](=O)[O-])cc2)c1` gave Menin-MLL TR inh 17%, RORgamma inh -18%, VP16 counter 3%[0.365 µM], FLuc counter 6.7µM*, KCNH2 3.1 block inconclusive, NPC1 prom act 25%, PKM2 act -6%, Rab9 prom act 21%, MBNL1-CUG inh 26%, Mito fusion yeast -7% and ELG1 DNA repair inconclusive.
For CCc1ccc(NS(=O)(=O)c2ccc3[nH]cc(C(=O)N4CCCCC4)c(=O)c3c2)cc1 the results were Menin-MLL TR inh -1%, RORgamma inh -2%, VP16 counter -6%, FLuc counter 5%, KCNH2 3.1 block -5, NPC1 prom act 0%, PKM2 act 5%, Rab9 prom act 1%, MBNL1-CUG inh -11%, Mito fusion yeast -10% and ELG1 DNA repair 8%.
Screening COC(=O)c1sc(NC(=O)COc2cccc3ccccc23)nc1C returned Menin-MLL TR inh 3%, RORgamma inh -9%, VP16 counter -3%, FLuc counter 1%, KCNH2 3.1 block -1, NPC1 prom act -3%, PKM2 act -4%, Rab9 prom act -3%, MBNL1-CUG inh 12%, Mito fusion yeast -1% and ELG1 DNA repair -13%.
Cc1c(C)c2ccc(OCC(=O)Nc3ccccn3)c(C)c2oc1=O was read as Menin-MLL TR inh 16%, RORgamma inh inconclusive, VP16 counter inconclusive, FLuc counter 0.034µM*, KCNH2 3.1 block -9, NPC1 prom act -34%[inhibitor], PKM2 act -22%, Rab9 prom act -20%, MBNL1-CUG inh -1%, Mito fusion yeast -19% and ELG1 DNA repair inconclusive.
Cc1c(O)nc(SCC(=O)Nc2cccc(C(F)(F)F)c2)n(-c2ccccc2)c1=O was read as RORgamma inh 35%, VP16 counter 4%, FLuc counter -1%, KCNH2 3.1 block -6, NPC1 prom act -2%, PKM2 act -1%, Rab9 prom act 1%, MBNL1-CUG inh -5%, Mito fusion yeast 0% and ELG1 DNA repair 3%.
COc1ccc(C(CNC(=O)C(C)(C)Oc2ccc(Cl)cc2)N2CCCC2)cc1 (stereo not given) was read as FLuc counter -1%, KCNH2 3.1 block -23, NPC1 prom act -1%, Rab9 prom act -4%, Mito fusion yeast -2% and ELG1 DNA repair -6%.
Screening O=C(CSc1nnc(-c2ccccc2F)n1CCc1ccccc1)Nc1ccc2[nH]c(=O)[nH]c2c1 returned Menin-MLL TR inh 5%, RORgamma inh 29%, VP16 counter -1%, FLuc counter 4%, KCNH2 3.1 block 7, NPC1 prom act -4%, PKM2 act 17%, Rab9 prom act 2%, MBNL1-CUG inh -3%, Mito fusion yeast -5% and ELG1 DNA repair -16%.
For CCSc1nc2ccccc2n1CCOc1ccccc1 the results were Menin-MLL TR inh 5%, RORgamma inh inconclusive, VP16 counter 6%, FLuc counter inconclusive, KCNH2 3.1 block -25, NPC1 prom act 8%, PKM2 act 0%, Rab9 prom act 4%, MBNL1-CUG inh 4%, Mito fusion yeast 23% and ELG1 DNA repair 16%.
COC(=O)Cn1c(=NC(=O)CCS(=O)(=O)c2ccccc2)sc2c(OC)ccc(OC)c21 was read as RORgamma inh -17%, VP16 counter -1%, FLuc counter 2%, KCNH2 3.1 block 5, NPC1 prom act -3%, PKM2 act -2%, Rab9 prom act 2%, MBNL1-CUG inh 2%, Mito fusion yeast -1% and ELG1 DNA repair -11%.
O=C(CCNS(=O)(=O)c1ccccc1)NNC(=O)C1COc2ccccc2O1 (stereo not given) was read as FLuc counter 6%, KCNH2 3.1 block 7, NPC1 prom act 0%, Rab9 prom act 3%, Mito fusion yeast -2% and ELG1 DNA repair 1%.
Screening CCc1nnc(NC(=O)C2CC(=O)N(Cc3ccco3)C2)s1 (stereo not given) returned Menin-MLL TR inh 0%, RORgamma inh inconclusive, VP16 counter 2%[0.365 µM], FLuc counter 7%, KCNH2 3.1 block 3, NPC1 prom act 0%, PKM2 act 29%, Rab9 prom act -2%, MBNL1-CUG inh 1%, Mito fusion yeast -1% and ELG1 DNA repair inconclusive.
COc1cccc(CC(=O)NN2C(=O)NC3(CCCCC3)C2=O)c1 was read as FLuc counter 4%, KCNH2 3.1 block -1, NPC1 prom act -1%, Rab9 prom act -6%, Mito fusion yeast -3% and ELG1 DNA repair 23%.
`O=C(CCCSc1nc2sc3c(c2c(=O)[nH]1)CCC3)NCCCO` gave Menin-MLL TR inh -14%, RORgamma inh 8%, VP16 counter 1%, FLuc counter -5%, KCNH2 3.1 block 5, NPC1 prom act 2%, PKM2 act -4%, Rab9 prom act 2%, MBNL1-CUG inh -3%, Mito fusion yeast -1% and ELG1 DNA repair 9%.
`CCOc1ccc(S(=O)(=O)NCc2ccncc2)cc1NC(=O)c1ccccc1F` gave RORgamma inh -10%, VP16 counter -14%, FLuc counter 1%, KCNH2 3.1 block 7, NPC1 prom act -16%, Rab9 prom act -27%, MBNL1-CUG inh -1%, Mito fusion yeast 2% and ELG1 DNA repair inconclusive.
`Nc1c(-c2ccccc2)c(CN2CCOCC2)nn1-c1cccc([N+](=O)[O-])c1` gave Menin-MLL TR inh 8%, RORgamma inh 1%, VP16 counter 3%, FLuc counter -1%, KCNH2 3.1 block -2, NPC1 prom act -5%, PKM2 act -3%, Rab9 prom act 4%, Mito fusion yeast 2% and ELG1 DNA repair inconclusive.
`Cc1ccoc1C(=O)NCCCNC(=O)c1occc1C` gave Menin-MLL TR inh 9%, RORgamma inh 2%[10 µM], VP16 counter -2%, FLuc counter -8%, KCNH2 3.1 block 2, NPC1 prom act 6%, PKM2 act -14%, Rab9 prom act 9%, MBNL1-CUG inh -28%, Mito fusion yeast -3% and ELG1 DNA repair 0%.
Screening O=C1CC(N2CCC(O)(c3ccc(Cl)cc3)CC2)C(=O)N1 (stereo not given) returned Menin-MLL TR inh 6%, RORgamma inh -2%, VP16 counter 2%, FLuc counter 0%, NPC1 prom act 1%, PKM2 act -5%, Rab9 prom act -2%, MBNL1-CUG inh -8%, Mito fusion yeast -4% and ELG1 DNA repair 8%.
COc1ccc(C(=O)Nc2ccc(S(=O)(=O)N3CCCC3)cc2)c(OC)c1 was read as Menin-MLL TR inh 2%, RORgamma inh 8%, VP16 counter 2%, FLuc counter 4%, KCNH2 3.1 block 0, NPC1 prom act -3%, PKM2 act 3%, Rab9 prom act -1%, MBNL1-CUG inh 11%, Mito fusion yeast 0% and ELG1 DNA repair 2%.
